pAkt inh: HTS Assay for Inhibitors of Akt Phophorylation: Primary Screen | activity change, % for hits at 50 µM | AID 651550, 2012 | 360,000 tested, 0.32% active | Neuro2A IGF-stimulated pAkt S473 HTRF, 20 min; active compounds read low; in the data active = activity change below about -80%; inconclusive = mostly about -51% to -80%; note: % is set by controls: 0 for no effect and ±100 for the full control effect
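Neuro2A cells in DMEM with 0.5% FBS, overnight at 37 deg C, given compound at single 50 µM final, then IGF (6 nM final) for 20 min at 37 deg C. Lysed; phospho-Akt Ser473 by HTRF after 24 h, 665/615 ratio.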
GLP-1R inv ag: qHTS of GLP-1 Receptor Inverse Agonists (Inhibition Mode); HEK293 GLP-1R CRE-luciferase, luminescence, 24 h; GLP-1R form is constitutively active; 410,000 tested, 1.6% active; Potency, µM (titrated, usually from 38.3 µM), for the others: at the top dose activity change, negative = inhibition, usual class: inhibitors; note: potency is the fitted concentration of half-maximal effect; % is set by controls: 0 for no effect and ±100 for the full control effect; nearly all actives have a fitted effect of over 55% in size
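GLP-1R inverse agonism mode: basal reporter luminescence in engineered HEK293 cells measured after one day of compound exposure at 37 deg C, with a 12 min room-temperature detection step.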
GLP1R ag: qHTS of GLP-1 Receptor Agonists; Glucagon-like peptide 1 receptor (Homo sapiens), P43220; AID 624172, 2012; Potency, µM (doses to about 45.6 µM), for the others: at the top dose activation, usual class: activators; HEK293 GLP-1R CRE-luciferase, luminescence, 4-6 h; cells express a hypersensitive GLP-1R form; 380,000 tested, 0.007% active; note: potency is the fitted concentration of half-maximal effect; % of control where 0% means no effect
aSyn yeast inh: qHTS of alpha-syn Inhibitors. Yeast expressing alpha-synuclein, growth rescue, BacTiter-Glo, 24 h. Potency, µM (series often up to 46.1 µM), inactives show top-dose growth rescue (activation), actives largely listed as activators. 370,000 tested, 0.14% active; note: potency is the fitted concentration of half-maximal effect; % of control where 0% means no effect; nearly all actives have a fitted effect of over 65% in size
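Readout is rescue of growth in alpha-synuclein-expressing yeast, so inhibitors of toxicity appear as activators. Growth after 24 hr at 30 deg C in galactose medium is quantified by luminescence.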
DRD3 antagonist: qHTS of D3 Dopamine Receptor Antagonist: qHTS | D(3) dopamine receptor (Homo sapiens), P35462 | 360,000 tested, 2.5% active | AID 652054, 2013 | D3R cells, DiscoveRx beta-arrestin luminescence, antagonist mode; active compounds read low | max response, negative = inhibition, %; in the data active = max response below about -50%; inconclusive = no clear call, values can overlap the other calls; note: % is set by controls: 0 for no effect and ±100 for the full control effect; mostly tested at two doses, the higher about 12 µM
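Cells expressing the human receptor were seeded at 1500 cells/well, incubated overnight at 37 degrees C in 5% CO2, then exposed to library compounds with dopamine controls for 90 minutes at 37 degrees C before luminescent detection.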
TDP-43 yeast inh: qHTS of TDP-43 Inhibitors | TDP-43 expressing yeast growth rescue, BacTiter-Glo, 24 h | Potency, µM (doses to about 46.1 µM), without a hit: at the top dose growth rescue (activation), usual class: activators | 410,000 tested, 1.8% active | AID 652104, 2013; note: potency is the fitted concentration of half-maximal effect; % of control where 0% means no effect; nearly all actives have a fitted effect of over 50% in size
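Yeast expressing TDP-43 (pregrown in raffinose, seeded at OD600=0.02 in galactose medium) exposed to compounds 24 hr at 30 deg C. Growth read by BacTiter-Glo luminescence; rescue of toxicity appears as increased signal.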
Abeta rescue: qHTS for compounds that reverse cellular toxicity of Amyloid beta (A-beta) peptide in yeast: Primary Screen. yeast expressing A-beta42, growth rescue, OD600, 48 h; response scale: 0% DMSO, 100% iron-clioquinol control. Potency, µM (doses to about 46.1 µM), for the others: top-dose growth rescue, hits mostly activators. 410,000 tested, 0.063% active; note: potency is the fitted concentration of half-maximal effect; nearly all actives have a fitted effect of over 55% in size
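Yeast A-beta toxicity model in growth medium with pinned compounds, 48 h at 30 C; growth read as absorbance at 600 nm. Normalized to FeCl3/clioquinol equimolar mix (positive) and DMSO (negative).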
PTHR1 ag: qHTS for PTHR1 Agonists: Primary Screen; Parathyroid hormone/parathyroid hormone-related peptide receptor (Homo sapiens), Q03431; HEK293 GP2 PTHR1 cells, GloSensor cAMP luminescence, 1 h; Potency, µM (series often up to 115 µM), inactives show top-dose activation, hits mostly activators; 410,000 tested, 0.075% active; note: potency is the fitted concentration of half-maximal effect; nearly all actives have a fitted effect of over 55% in size; some results filed as inactive show a strong effect at the top dose; inactives centre near -15; many of its hits are not listed in these tables
Target sequence (Q03431 whole entry, looked up): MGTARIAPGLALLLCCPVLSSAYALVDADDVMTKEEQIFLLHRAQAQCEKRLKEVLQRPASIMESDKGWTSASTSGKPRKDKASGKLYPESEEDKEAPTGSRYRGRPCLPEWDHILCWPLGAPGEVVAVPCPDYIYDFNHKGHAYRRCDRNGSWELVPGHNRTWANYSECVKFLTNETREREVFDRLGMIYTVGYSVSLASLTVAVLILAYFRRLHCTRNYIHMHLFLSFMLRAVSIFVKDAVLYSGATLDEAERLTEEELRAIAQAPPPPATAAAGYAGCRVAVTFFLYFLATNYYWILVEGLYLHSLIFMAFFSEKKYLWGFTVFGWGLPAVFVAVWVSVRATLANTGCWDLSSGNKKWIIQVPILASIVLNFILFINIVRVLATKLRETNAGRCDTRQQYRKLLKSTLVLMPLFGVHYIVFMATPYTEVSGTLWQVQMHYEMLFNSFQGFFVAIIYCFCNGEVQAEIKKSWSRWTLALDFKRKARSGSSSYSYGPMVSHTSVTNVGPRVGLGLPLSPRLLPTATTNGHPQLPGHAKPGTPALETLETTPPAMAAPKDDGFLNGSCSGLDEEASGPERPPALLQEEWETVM
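HEK-293-derived GP2 cells expressing PTHR1 and a GloSensor cAMP reporter, 3,000/well, plated overnight, given luciferin plus IBMX (each 0.5 mM as added) for 1 h at 37 °C, then compound for 1 h at 37 °C. Luminescence was read after 15 min at room temperature.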
FUS yeast rescue: qHTS for Suppressors of FUS Proteinopathy: Primary screen using FUS-linked yeast assay. S. cerevisiae FUS-expressing, growth rescue, OD600, 24 h. Potency, µM (titrated, usually from 76.6 µM), for the others: at the top dose growth rescue (activation), actives largely listed as activators. 390,000 tested, 0.24% active. AID 1347120, 2019;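 note: potency is the fitted concentration of half-maximal effect; plate controls were DMSO vehicle for no effect and reference control for full effect; nearly all actives have a fitted effect of over 55% in size; some results filed as inactive show a strong effect at the top dose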
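FUS-expressing yeast, raffinose-pregrown, induced in 2% galactose minimal medium at OD 0.005; compounds in a dilution series, 24hr at 30C. Growth restoration read as absorbance at 600 nm. CP55940 positive control, DMSO negative.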
Numbers without * were called inactive; i = inactive; ? = inconclusive; nt = not tested or not shown; [ ] = remark or other dose. Unless noted, calls come from the whole dose curve; as a rule, active = well fitted curve in the direction sought with a large enough effect; inconclusive = small, poorly fitted or top-dose-only effect, or another doubt; inactive = no such curve, though single readings can be large; an effect the other way counts as inactive or inconclusive. The list is partial; the hit share may differ from the screen's.

(1) COC(=O)CN1C(=O)C(C)(C)c2cc(S(=O)(=O)NCc3ccc(Cl)cc3)ccc21
(2) CCOc1ccc2c(c1)nc(NCCCO)n2Cc1ccccc1
(3) Nn1c(=O)[nH]c2c([nH]c3ccccc32)c1=O
(4) CCN(CC)S(=O)(=O)c1ccc(N2CCCC2)c(C(=O)OCC(=O)Nc2cc(C)on2)c1
(5) COc1ccc(-n2nc([N+](=O)[O-])c(=NCCc3ccc(OC)c(OC)c3)n2O)cc1
(6) O=C(Cn1c(=O)n(CC(=O)NCc2ccccc2)c2ccccc21)NCc1ccccc1
Screen / compound no.	1	2	3	4	5	6
Abeta rescue	-2%	-23%	-15%	18%	-9%	7%
pAkt inh	nt	i	i	i	i	i
DRD3 antagonist	nt	-28	10	-2	-17	-5
PTHR1 ag	i	-23%	i	-42%[inhibitor]	-7%	21%[57.5 µM]
TDP-43 yeast inh	13%	-32%[inhibitor]	-7%	11%	?	-25%
GLP1R ag	nt	11%	0%	12%	1%	1%
aSyn yeast inh	nt	-4%	-3%	-6%	-1%	-7%
FUS yeast rescue	18%	17%	-8%	38%	nt	?
GLP-1R inv ag	10%	-30%	2%	-12%	-3%	-7%

(7) Cc1ccc(OCCn2cnc3cc([N+](=O)[O-])ccc3c2=O)cc1
(8) CC(C)(C)NC(=O)C(c1cccs1)N(Cc1cccs1)C(=O)c1ccc(CN2CCOCC2)o1 (configuration not stated)
(9) COc1ccc(Nc2nc3c(C)cccn3c(=O)c2C=O)cc1
(10) Cc1nnc(N2CCN(C(=O)NC(C)C)CC2)c2nn(-c3ccccc3)c(C)c12
(11) NS(=O)(=O)c1cccc(NC(=O)CCC(=O)c2cccs2)c1
(12) CCOC(=O)N1CCN(S(=O)(=O)N2CCCC(C(=O)NCc3ccc(F)cc3)C2)CC1 (configuration not stated)
Screen / compound no.	7	8	9	10	11	12
Abeta rescue	23%	-11%	0%	-6%	-11%	19%
pAkt inh	i	i	i	nt	i	i
DRD3 antagonist	32	-28	7	nt	-12	10
PTHR1 ag	-33%[inhibitor]	i	-19%	-21%	i	-11%
TDP-43 yeast inh	10µM*	-15%	11%	17%	1%	12%
GLP1R ag	13%	8%	3%	nt	8%	-1%
aSyn yeast inh	7%	-7%	-3%	nt	-4%	-1%
FUS yeast rescue	14%	14%	-13%	-7%	-17%	26%
GLP-1R inv ag	-15%[0.307 µM]	4%	23%	9%	36%[activator]	-10%

Ordered by value in FUS yeast rescue (ascending): three from the list above
# | SMILES | pAkt inh | PTHR1 ag | GLP1R ag | FUS yeast rescue | GLP-1R inv ag
11 | NS(=O)(=O)c1cccc(NC(=O)CCC(=O)c2cccs2)c1 | i | i | 8% | -17% | 36%[activator]
9 | COc1ccc(Nc2nc3c(C)cccn3c(=O)c2C=O)cc1 | i | -19% | 3% | -13% | 23%
10 | Cc1nnc(N2CCN(C(=O)NC(C)C)CC2)c2nn(-c3ccccc3)c(C)c12 | nt | -21% | nt | -7% | 9%

(listing goes on)
(13) O=C(Nc1ccon1)c1cccc(S(=O)(=O)N2CCCCCC2)c1
(14) C=CCC1=C/C(=C\c2c(N)n3nc(CC(=O)N4CCOCC4)sc3nc2=O)C=C(OC)C1=O
(15) O=C(NCCc1ccc(Cl)cc1)C1CCN(S(=O)(=O)N2CCCC2)CC1
(16) Cc1ccc(C)c(NC(=O)Cn2nc(C(F)(F)F)cc2C2CC2)c1
(17) CN(C)C(=O)c1ccc(NC(=O)CC2SC(N3CCCC3)=NC2=O)cc1 (configuration not stated)
(18) CN(C)S(=O)(=O)c1ccc2nc(NC(=O)c3cccnc3)sc2c1
Screen / compound no.	13	14	15	16	17	18
Abeta rescue	13%	-6%	-2%	9%	-3%	1%
pAkt inh	i	i	i	i	i	i
DRD3 antagonist	-20	-26	8	27	19	-22
PTHR1 ag	-15%[57.5 µM]	-9%	-8%	2%[57.5 µM]	i	-14%[57.5 µM]
TDP-43 yeast inh	-6%	-4%	-10%	-1%	6%	3%
GLP1R ag	7%	-1%	-1%	4%	0%	-5%
aSyn yeast inh	2%	-3%	0%	-3%	-3%	-14%
FUS yeast rescue	17%	?	-1%	9%	5%	?
GLP-1R inv ag	0%	12%	-7%	4%	7%	7%

An excerpt from above in order of length of the SMILES, ascending:
(11) NS(=O)(=O)c1cccc(NC(=O)CCC(=O)c2cccs2)c1
(13) O=C(Nc1ccon1)c1cccc(S(=O)(=O)N2CCCCCC2)c1
(18) CN(C)S(=O)(=O)c1ccc2nc(NC(=O)c3cccnc3)sc2c1
(7) Cc1ccc(OCCn2cnc3cc([N+](=O)[O-])ccc3c2=O)cc1
(17) CN(C)C(=O)c1ccc(NC(=O)CC2SC(N3CCCC3)=NC2=O)cc1 (configuration not stated)
(10) Cc1nnc(N2CCN(C(=O)NC(C)C)CC2)c2nn(-c3ccccc3)c(C)c12
(12) CCOC(=O)N1CCN(S(=O)(=O)N2CCCC(C(=O)NCc3ccc(F)cc3)C2)CC1 (configuration not stated)
(8) CC(C)(C)NC(=O)C(c1cccs1)N(Cc1cccs1)C(=O)c1ccc(CN2CCOCC2)o1 (configuration not stated)
Screen / compound no.	11	13	18	7	17	10	12	8
Abeta rescue	-11%	13%	1%	23%	-3%	-6%	19%	-11%
pAkt inh	i	i	i	i	i	nt	i	i
DRD3 antagonist	-12	-20	-22	32	19	nt	10	-28
PTHR1 ag	i	-15%[57.5 µM]	-14%[57.5 µM]	-33%[inhibitor]	i	-21%	-11%	i
TDP-43 yeast inh	1%	-6%	3%	10µM*	6%	17%	12%	-15%
GLP1R ag	8%	7%	-5%	13%	0%	nt	-1%	8%
aSyn yeast inh	-4%	2%	-14%	7%	-3%	nt	-1%	-7%
FUS yeast rescue	-17%	17%	?	14%	5%	-7%	26%	14%
GLP-1R inv ag	36%[activator]	0%	7%	-15%[0.307 µM]	7%	9%	-10%	4%

(14) C=CCC1=C/C(=C\c2c(N)n3nc(CC(=O)N4CCOCC4)sc3nc2=O)C=C(OC)C1=O
Screen / compound no.	14
Abeta rescue	-6%
pAkt inh	i
DRD3 antagonist	-26
PTHR1 ag	-9%
TDP-43 yeast inh	-4%
GLP1R ag	-1%
aSyn yeast inh	-3%
FUS yeast rescue	?
GLP-1R inv ag	12%

Following part
(19) O=C(CSc1nc(-c2ccccc2)nc2ccccc12)Nc1nccs1
(20) Cc1c(Cl)cccc1NC(=O)CNc1cccc(C(F)(F)F)c1
(21) COc1cccc(CNC(=O)C2CCCN(S(C)(=O)=O)C2)c1 (configuration not stated)
(22) COCCn1nnnc1CN(CCCN1CCOCC1)Cc1cc2c(C)ccc(C)c2[nH]c1=O
Screen / compound no.	19	20	21	22
Abeta rescue	5%	17%	-11%	-8%
pAkt inh	i	i	i	nt
DRD3 antagonist	-7	-24	-24	-10
PTHR1 ag	-20%[57.5 µM]	i	5%[57.5 µM]	i
TDP-43 yeast inh	-1%	9%	-27%	-20%
GLP1R ag	-2%	11%	-1%	3%
aSyn yeast inh	-3%	?	-9%	-20%
FUS yeast rescue	-5%	nt	-5%	7%
GLP-1R inv ag	5%	?	-20%	10%
